# Compound activity (PubChem BioAssay)
# TSG101-PTAP inh: qHTS Assay for Iinhibitors of HIV-1 Budding by Blocking the Interaction of PTAP/TSG101; Fluorescence polarization, FITC-PTAP peptide / Tsg101 binding; Tumor susceptibility gene 101 protein (Homo sapiens), Q99816; AID 493005, 2010; 340,000 tested, under 10 active; Potency, µM (doses to about 115 µM), for the others: at the top dose activity change, negative = inhibition, hits mostly inhibitors; active means well fitted inhibition curve with a large enough effect in the main read-out, with a control signal flat, not every such curve was filed as active; inconclusive means small, poorly fitted or top-dose-only effect, or effect the other way, or a change in a side signal; inactive means no such curve, though single readings can be large or run the other way; further: potency means the concentration at half of the fitted maximal effect; % of control where 0% means no effect
#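 Steps: Tsg101 binding domain dispensed (10 uM final), compounds pinned in DMSO, FITC-labeled PTAP-motif peptide added (50 nM final); after 20 min binding at room temperature, polarization measured.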
# B2AR arrestin: qHTS assay of beta-arrestin-biased ligands of beta2-adrenergic receptor | Beta-2 adrenergic receptor (Homo sapiens), P07550 | beta-arrestin recruitment to beta2AR, cell-based reporter | Potency, µM (highest dose often 46.1 µM), for inactives: at the highest dose activation, most hits filed as activators | 330,000 tested, 0.02% active;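 further: potency means the concentration at half of the fitted maximal effect; 0% = DMSO controls and full agonism = EC100 isoproterenol or metaproterenol; nearly all actives have a fitted effect of over 65% in size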
# S-ASM inh: Inhibitors of Secretory Acid Sphingomyelinase (S-ASM): qHTS | Potency, µM (highest dose often 57.5 µM), without a hit: at the top dose activity change, negative = inhibition, usual class: inhibitors | placental ASM, HMU-PC fluorogenic substrate, 60 min | 340,000 tested, 0.006% active; further: potency means the concentration at half of the fitted maximal effect
#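 Human placenta-derived ASM enzyme was preincubated with compound for 10 minutes at room temperature, then given fluorogenic substrate HMU-PC0 (9 uM final) for 60 minutes at 37 °C; a pH 10 stop preceded fluorescence reading at Ex 386/Em 447 nm.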
# BRCA1 expr act: qHTS Assay to Identify Small Molecule Activators of BRCA1 Expression; MCF7-BRCA1-FFLuc reporter, luminescence, 48 h; response scale: scaled: vehicle 0%, 10 µM genistein 100%; Potency, µM (doses to about 46.1 µM), for the others: top-dose activation, actives largely listed as activators; 380,000 tested, 1.1% active; AID 624202, 2012; further: potency means the concentration at half of the fitted maximal effect; nearly all actives have a fitted effect of over 80% in size; some results filed as inactive show a strong effect at the top dose
#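 MCF7-BRCA1-FFLuc, 2000 cells/well; 2 h attach, 37 °C/5% CO2; compound 48 h; luciferase substrate 15 min; luminescence end-point. Norm. to genistein 10 microM max activation and DMSO; concentration-response curves fitted.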
# uPA surface inh: qHTS for Inhibitors of Cell Surface uPA Generation | cell surface uPA generation assay, qHTS | Potency, µM (highest dose often 38.3 µM), without a hit: top-dose activity change, negative = inhibition, actives largely listed as inhibitors | 330,000 tested, 0.31% active | AID 540303, 2011; active means well fitted inhibition curve with a large enough effect; inconclusive means small, poorly fitted or top-dose-only effect; inactive means no such curve, though single readings can be large or run the other way; tested in mouse RAW 264.7 cells; further: potency means the concentration at half of the fitted maximal effect; on the % scale 0 is the no-effect control and ±100 the full control effect; nearly all actives have a fitted effect of over 55% in size
# TRPV1 ag: HTS Assay for Compounds that Act as Agonists of the Vanilloid Receptor 1; Transient receptor potential cation channel subfamily V member 1 (Homo sapiens), Q8NER1; TRPV1-expressing cells, Fluo-8 calcium influx, agonist mode; activation, % at 8.33 µM; 320,000 tested, 0.19% active; AID 540275, 2011; in the data active means activation above about 80%; inconclusive means between about 30% and that limit; further: 0% is about no effect
# Target sequence (Q8NER1 whole entry, looked up): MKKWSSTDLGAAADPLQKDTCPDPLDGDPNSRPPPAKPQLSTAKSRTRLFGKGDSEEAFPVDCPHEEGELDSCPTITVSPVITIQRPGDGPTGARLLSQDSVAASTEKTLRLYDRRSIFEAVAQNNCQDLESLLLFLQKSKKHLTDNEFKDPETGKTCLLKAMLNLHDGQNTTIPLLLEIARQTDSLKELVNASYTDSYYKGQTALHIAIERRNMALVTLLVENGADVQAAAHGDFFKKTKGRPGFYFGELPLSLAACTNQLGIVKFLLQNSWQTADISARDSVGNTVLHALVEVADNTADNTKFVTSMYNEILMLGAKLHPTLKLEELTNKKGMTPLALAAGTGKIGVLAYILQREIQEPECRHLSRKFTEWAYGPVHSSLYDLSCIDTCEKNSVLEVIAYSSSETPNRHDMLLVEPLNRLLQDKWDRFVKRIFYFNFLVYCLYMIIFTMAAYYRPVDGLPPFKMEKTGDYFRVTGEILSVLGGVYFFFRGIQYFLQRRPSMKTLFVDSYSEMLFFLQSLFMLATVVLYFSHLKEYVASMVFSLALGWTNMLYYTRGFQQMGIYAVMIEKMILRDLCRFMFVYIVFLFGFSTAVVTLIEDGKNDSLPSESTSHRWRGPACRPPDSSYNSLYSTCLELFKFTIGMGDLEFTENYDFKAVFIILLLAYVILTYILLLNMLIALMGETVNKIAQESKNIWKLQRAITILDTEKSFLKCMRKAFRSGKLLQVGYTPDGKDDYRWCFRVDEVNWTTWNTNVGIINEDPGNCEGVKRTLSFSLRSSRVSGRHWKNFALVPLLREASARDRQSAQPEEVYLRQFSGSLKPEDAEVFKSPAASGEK
#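 Fluo-8 calcium influx in TRPV1-expressing cells, kinetic read (ex 480/em 520 nm). Compound added and read 3 min for agonist activity, followed by capsaicin at EC20 final and 2 min further read for enhancement.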
# ELG1 genotox: qHTS screen for small molecules that induce genotoxicity in human embryonic kidney (HEK293T) cells expressing luciferase-tagged ELG1 | 330,000 tested, 1.3% active | HEK293T ELG1-luciferase reporter, luminescence, 16 h | Potency, µM (highest dose often 46 µM), for the others: at the highest dose activity change, positive = activation, actives largely listed as activators; further: potency means the concentration at half of the fitted maximal effect; % of control where 0% means no effect; nearly all actives have a fitted effect of over 60% in size
#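 HEK293T cells expressing luciferase-tagged ELG1 were exposed to compound or DMSO vehicle for 16 hr at 37 °C and 5% CO2. Luciferase activity was then measured with ONE-Glo after 30 min at room temperature.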
# Eya2 phos inh: qHTS Assay for Inhibitors of the Phosphatase Activity of Eya2. recombinant Eya2, OMFP fluorescence dephosphorylation (OMFP is methylfluorescein phosphate). 330,000 tested, 0.006% active. Potency, µM (doses to about 76.9 µM), without a hit: top-dose activity, negative = inhibition, most hits filed as inhibitors; further: potency means the concentration at half of the fitted maximal effect; on the % scale 0 is the no-effect control and ±100 the full control effect
#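 Eya2 (0.2 uM) preincubated 10 min at ambient with compound, then OMFP substrate added at 50 uM; 10 min reaction in 50 mM HEPES pH 7.5, 50 mM NaCl, 5 uM MgCl2, 0.05% BSA, 1 mM DTT. Fluorescence read at Ex 485/Em 525 nm.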
# Integrin act MD: qHTS for Activators of Integrin-Mediated Alleviation for Muscular Dystrophy; alpha7betagal myoblasts, beta-gal FDG fluorescence, 48 h; Potency, µM (doses to about 38.3 µM), for the others: top-dose activation, usual class: activators; 350,000 tested, 0.064% active; AID 624291, 2012;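 further: potency means the concentration at half of the fitted maximal effect; 100% = response of the positive control SU9516; nearly all actives have a fitted effect of over 60% in size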
#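 Alpha7betagal+/- myoblasts (passage 13) were plated 16-24 hr, then exposed to compounds (1:260 dilution of DMSO stock) for 48 hours at 37C. After MPER lysis, β-galactosidase reporter activity was read as FDG fluorescence (ex 480/em 540) after 30 minutes.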
# USP2a inh: qHTS Assay for Inhibitors of Ubiquitin-specific Protease USP2a Using CHOP2 as the Reporter. Ubiquitin carboxyl-terminal hydrolase 2 (Homo sapiens), O75604. USP2 core, Ub-CHOP2 coupled fluorogenic reporter, 485/531. Potency, µM (titrated, usually from 38.3 µM), for the others: at the highest dose activity change, negative = inhibition, actives largely listed as inhibitors. 330,000 tested, 0.01% active. AID 463254, 2010;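 further: potency means the concentration at half of the fitted maximal effect; plate controls were DMSO wells for no effect and full inhibition by NEM control for full effect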
#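 USP2 core (10nM final) preincubated 30min RT with compound in 20mM Tris-HCl pH 8.0, 2mM CaCl2, 2mM beta-mercaptoethanol, 0.05% CHAPS; 25nM Ub-CHOP2 plus 25nM reporter substrate added, fluorescence (Ex485/Em531) read after 60min.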
# p53 reactivation: qHTS assay for re-activators of p53 using a Luc reporter; H1299 p53-A138V BP100-luciferase reporter, luminescence, 24 h; Potency, µM (titrated, usually from 92.2 µM), without a hit: at the top dose activity change, positive = activation, most hits filed as activators; 320,000 tested, 0.063% active; further: potency means the concentration at half of the fitted maximal effect; % of control where 0% means no effect; nearly all actives have a fitted effect of over 45% in size
#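 p53-null H1299 cells stably carrying temperature-sensitive p53-A138V and a BP100-luciferase reporter were pinned with compounds (4-point, 1:5 series) and held 24 hrs at 37 deg C. Luminescence was read 10 min after detection reagent.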
# The depositor's hits bear a star; ? = inconclusive; . = no result given; [ ] = another dose, or the depositor's remark. Unless noted, the call rests on the fitted dose curve; in most records, active means well fitted curve in the direction sought with a large enough effect; inconclusive means small, poorly fitted or top-dose-only effect, or another doubt; inactive means no such curve, though single readings can be large; an effect the other way counts as inactive or inconclusive.
1	O=C(COc1ccc(Cl)cc1Cl)N/N=C/C1CC=CCC1 (stereo not drawn)
2	CCc1cccc(NC(=S)Nc2ccc(CN3CCOCC3)cc2)c1
3	CN(C)/C=N/c1nc2ccc3c(c2s1)CCCC3
4	COc1cccc(NC(=O)C2CCN(C(=O)[C@@H]3Cc4ccccc4CN3C(=O)OC(C)(C)C)CC2)c1
5	COc1cc(CNn2cn[nH]c2=S)cc(Cl)c1OCc1ccccc1
6	CCOC(=O)C1=C(C)NC(C)=C(C(=O)OCCNC(=O)c2cccnc2)C1c1cccc([N+](=O)[O-])c1 (stereo not drawn)
7	CN(C)CCN1C(=O)c2oc3ccc(Cl)cc3c(=O)c2C1c1cccc(Br)c1 (stereo not drawn)
8	CN(NS(=O)(=O)c1ccccc1)C(=O)c1ccccc1

entry no. | 1 | 2 | 3 | 4 | 5 | 6 | 7 | 8
TSG101-PTAP inh | 0% | -1% | -4% | -6% | -12% | 0% | -2% | -5%
B2AR arrestin | 0.4% | -0.1% | -0.8% | -0.1% | -0.8% | -0.7% | 0.3% | .
S-ASM inh | 3% | -3% | 6% | -4% | 0% | ? | -1% | 2%
BRCA1 expr act | 5% | -35% | 2% | 0% | -8% | -10% | 0% | -8%
uPA surface inh | 1% | 1% | -18% | 3% | -6% | 10% | -1% | 1%
TRPV1 ag | 3 | 2 | 25 | ? | 12 | 3 | 8 | .
ELG1 genotox | 18% | -7% | ? | -7% | -1% | -6% | 1% | .
Eya2 phos inh | -5% | 0% | -3% | 2% | -6% | 4% | -28% | .
Integrin act MD | -2% | 1% | 5% | ? | -17% | 17% | -15% | 0%
USP2a inh | 2% | 0% | -1% | -3% | 2% | 1% | 4% | .
p53 reactivation | 1% | 3% | 27% | -4% | 0% | -24% | 3% | .

9	CCNc1nc(NCC)n2c(SCC(=O)Nc3c(C)cccc3C)nnc2n1
10	CC(=O)c1cn(-c2ccc(Cl)cc2)c(=O)n(Cc2ccc(Br)cc2)c1=O
11	O=C(O)CCc1nnc(SCC(=O)Nc2cccc(C(F)(F)F)c2)[nH]c1=O
12	O=C(CCc1nnc(C2CCCCC2)o1)NCc1cccc(-n2cccn2)c1
13	CC(=O)c1ccc(NC(=O)C2CC2c2ccccc2)cc1 (stereo not drawn)
14	O=C(NCC1CCCCC1)c1ccc(F)cc1Cl
15	COc1ccc(C(=O)NC(=O)NC2(C(Cl)(Cl)Cl)OCCO2)cc1
16	CC(=O)c1cccc(NC(=O)N2CCc3ccccc3C2)c1

entry no. | 9 | 10 | 11 | 12 | 13 | 14 | 15 | 16
TSG101-PTAP inh | 0% | -1% | -1% | -4% | -5% | -5% | -9% | 4%
B2AR arrestin | 0.3% | 0.0% | 0.4% | -0.8% | . | -0.8% | -0.4% | 0.2%
S-ASM inh | . | 2% | -1% | 1% | -1% | 7% | 0% | 3%
BRCA1 expr act | -1% | -27% | -5% | 1% | 41% | 5.6µM* | 95% | 8.9µM*
uPA surface inh | 0% | 0% | -1% | 3% | 3% | -1% | -1% | .
TRPV1 ag | 1 | 4 | 0 | 0 | . | ? | ? | ?
ELG1 genotox | -1% | ? | 3% | 0% | . | ? | 0.65µM* | ?
Eya2 phos inh | -11% | 13% | -1% | 4% | . | 1% | 4% | 2%
Integrin act MD | 0% | 9% | 1% | -16% | 0% | -17% | 8% | 7%
USP2a inh | 1% | 1% | 4% | 1% | . | 2% | 2% | 1%
p53 reactivation | 0% | 0% | 0% | -4% | . | 21% | 27% | 17%

17	CCCCCCCC(=O)Nc1cc(C(=O)NCCC)ccc1N1CCC2(CC1)CC(c1cccc(Br)c1)=NO2
18	COc1ccc(C(=O)NNC(=S)NC(=O)c2ccc(OC)cc2)cc1
19	O=C(Cc1ccc(F)cc1)Nc1cccc(S(=O)(=O)N2CCCC2)c1
20	COc1ccc(OC)c(NC(=O)c2cc3c(Cl)nc4ccccc4c3s2)c1
21	CCOc1cc(C(C(=O)NCC2CCCO2)N(C(=O)Cn2nnc3ccccc32)c2ccccc2C)ccc1O (stereo not drawn)
22	CCOC(=O)N1CCC(NC(=O)c2cc(S(=O)(=O)N(CC)CC)ccc2F)CC1
23	COc1cc(OC)cc(C(=O)Nc2ccc3nc4n(c(=O)c3c2)CCCC4)c1
24	O=C(/C=C/c1cccc(Cl)c1)c1ccc([N+](=O)[O-])o1

entry no. | 17 | 18 | 19 | 20 | 21 | 22 | 23 | 24
TSG101-PTAP inh | 1% | 1% | -4% | -1% | 0% | -4% | -4% | -3%
B2AR arrestin | 0.0% | 0.2% | -0.4% | -0.5% | 0.2% | 0.7% | -0.2% | -0.2%
S-ASM inh | -1% | 2% | -1% | 44% | -1% | -1% | -1% | 6%
BRCA1 expr act | -2% | -37% | -22% | -44% | -7% | 0% | 67% | -81%
uPA surface inh | -13% | 0% | 2% | 4% | -2% | -2% | -14% | ?
TRPV1 ag | -3 | -1 | 6 | 1 | 0 | 0 | -2 | ?
ELG1 genotox | -2% | 0% | 0% | 12% | 0% | -4% | ? | -46%[inhibitor]
Eya2 phos inh | 7% | -3% | 0% | 1% | -15% | 32% | 1% | -19%
Integrin act MD | 19% | 10% | -4% | 10% | 6% | 4% | -2% | -42%
USP2a inh | 1% | 0% | -1% | 1% | 1% | 0% | 2% | 0%
p53 reactivation | 5% | 19% | -5% | 0% | -4% | -4% | 1% | -18%

25	O=c1c2sccc2nc(SCc2cc(=O)n3cc(Br)ccc3n2)n1Cc1ccccn1
26	Cc1ccc(S(=O)(=O)Cc2nc3ccccc3c(=O)[nH]2)cc1
27	CC1(C)NC(=O)N(CC(=O)NNC(=O)c2ccccc2F)C1=O
28	CC(Sc1nnc(N)s1)C(=O)Nc1nccs1 (stereo not drawn)
29	Cc1ccc(S(=O)(=O)N2c3ccccc3NC(=O)C2CC(=O)Nc2ccccc2)cc1 (stereo not drawn)

entry no. | 25 | 26 | 27 | 28 | 29
TSG101-PTAP inh | -4% | -2% | -3% | -2% | -2%
B2AR arrestin | -0.1% | -0.2% | -0.3% | -0.3% | 0.1%
S-ASM inh | 5% | 0% | 6% | 2% | -2%
BRCA1 expr act | 6.3µM* | -20% | 12% | 3% | -34%
uPA surface inh | -8% | 1% | 4% | 0% | 0%
TRPV1 ag | -3 | -2 | 1 | 13 | -1
ELG1 genotox | ? | -2% | 4% | -9% | 2%
Eya2 phos inh | 6% | -3% | 10% | 6% | 10%
Integrin act MD | -18% | 26% | 16% | -22% | 0%
USP2a inh | 1% | -2% | 2% | 5% | -2%
p53 reactivation | -1% | -4% | 21% | -5% | -1%

# 7 entries from above, with tabs:
no.	Compound	TSG101-PTAP inh	B2AR arrestin	S-ASM inh	BRCA1 expr act	uPA surface inh	TRPV1 ag	ELG1 genotox	Eya2 phos inh	Integrin act MD	USP2a inh	p53 reactivation
23	COc1cc(OC)cc(C(=O)Nc2ccc3nc4n(c(=O)c3c2)CCCC4)c1	-4%	-0.2%	-1%	67%	-14%	-2	?	1%	-2%	2%	1%
24	O=C(/C=C/c1cccc(Cl)c1)c1ccc([N+](=O)[O-])o1	-3%	-0.2%	6%	-81%	?	?	-46%[inhibitor]	-19%	-42%	0%	-18%
25	O=c1c2sccc2nc(SCc2cc(=O)n3cc(Br)ccc3n2)n1Cc1ccccn1	-4%	-0.1%	5%	6.3µM*	-8%	-3	?	6%	-18%	1%	-1%
26	Cc1ccc(S(=O)(=O)Cc2nc3ccccc3c(=O)[nH]2)cc1	-2%	-0.2%	0%	-20%	1%	-2	-2%	-3%	26%	-2%	-4%
27	CC1(C)NC(=O)N(CC(=O)NNC(=O)c2ccccc2F)C1=O	-3%	-0.3%	6%	12%	4%	1	4%	10%	16%	2%	21%
28	CC(Sc1nnc(N)s1)C(=O)Nc1nccs1 (stereo not drawn)	-2%	-0.3%	2%	3%	0%	13	-9%	6%	-22%	5%	-5%
29	Cc1ccc(S(=O)(=O)N2c3ccccc3NC(=O)C2CC(=O)Nc2ccccc2)cc1 (stereo not drawn)	-2%	0.1%	-2%	-34%	0%	-1	2%	10%	0%	-2%	-1%
